Bioassay records as filed in PubChem.
L3MBTL1 inh – inhibitors of human L3MBTL1. Potency, µM (highest dose often 57.1 µM), for inactives: at the highest dose activity, negative = inhibition, usual class: inhibitors. Q9Y468. hit rate 0.66% among 230,000. AID 485360. AlphaScreen L3MBTL1–H3K9me1 peptide binding; also: nearly all actives have a fitted effect of over 60% in size
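L3MBTL1 (50 nM) pre-complexed 30 min with biotinylated H3(1-15)K9me1 peptide (75 nM), then compounds added for 30 min at room temperature; AlphaScreen streptavidin donor/nickel chelate acceptor beads (10 ug/mL final) read after 30 min dark incubation.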
TR SRC2 fluor cs – alters Texas Red total fluorescence, flagging assay interference; hit rate 0.29% among 280,000; Potency, µM (highest dose often 106 µM), inactives show at the top dose fluorescence change, negative = quenching; TRb/SRC2 Texas Red total fluorescence interference; active = well fitted curve in either direction with a large enough effect; inconclusive = small, poorly fitted or top-dose-only effect
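Human TRb ligand-binding domain at 0.6 uM with 20 nM Texas Red SRC2 peptide in Tris buffer containing 1 uM T3 and 5% DMSO, incubated with compound 5 h at ambient temperature. Total fluorescence (555/632 nm) calculated as parallel + 2 × perpendicular.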
GoLoco inh red – RGS12 GoLoco-Gai1 interaction inhibition. Gai1:RGS12 GoLoco peptide FP, rhodamine, 10 min. Potency, µM (top dose mostly 61.6 µM), for inactives: top-dose activity, negative = inhibition, most hits filed as inhibitors. hit rate 0.44% among 230,000. AID 880; active = well fitted inhibition curve with a large enough effect, not every such curve was filed as active; inactive = no such curve, though single readings can be large or run the other way; also: nearly all actives have a fitted effect of over 30% in size; many of its hits are not listed in these tables
Target sequence (P63096 whole entry, looked up): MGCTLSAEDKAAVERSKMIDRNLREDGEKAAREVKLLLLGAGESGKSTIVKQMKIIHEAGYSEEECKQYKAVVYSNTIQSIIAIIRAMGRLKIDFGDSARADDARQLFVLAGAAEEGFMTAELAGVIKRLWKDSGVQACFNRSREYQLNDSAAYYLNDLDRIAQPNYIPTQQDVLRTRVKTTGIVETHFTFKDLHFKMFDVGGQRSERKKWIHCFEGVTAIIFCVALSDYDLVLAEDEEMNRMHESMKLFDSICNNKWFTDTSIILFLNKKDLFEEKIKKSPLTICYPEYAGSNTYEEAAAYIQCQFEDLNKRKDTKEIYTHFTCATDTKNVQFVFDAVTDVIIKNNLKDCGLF
KDM4E inh – JMJD2E (human) inhibition; Potency, µM (top dose mostly 57.1 µM), without a hit: top-dose activity change, negative = inhibition, hits mostly inhibitors; hit rate 1.6% among 230,000; AID 2147; B2RXH2; JMJD2E catalytic domain, FDH-coupled NADH fluorescence (FDH is formaldehyde dehydrogenase); active = well fitted inhibition curve with a large enough effect, not every such curve was filed as active; inconclusive = small, poorly fitted or top-dose-only effect, or another doubt; inactive = no such curve, though single readings can be large or run the other way;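 also: 0% = wells with enzyme and -100% = buffer wells without enzyme; nearly all actives have a fitted effect of over 50% in size; many of its hits are not listed in these tables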
RECQ1 helicase – RECQ1 (human) helicase inhibition. P46063. RECQ1 DNA unwinding, red fluorescence kinetic read. Potency, µM (highest dose often 57.3 µM), for inactives: at the top dose activity, negative = inhibition, actives largely listed as inhibitors. hit rate 0.54% among 240,000. AID 2549;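 also: plate controls were vehicle for no effect and no enzyme for full effect; nearly all actives have a fitted effect of over 30% in size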
Target sequence (P46063 whole entry, looked up): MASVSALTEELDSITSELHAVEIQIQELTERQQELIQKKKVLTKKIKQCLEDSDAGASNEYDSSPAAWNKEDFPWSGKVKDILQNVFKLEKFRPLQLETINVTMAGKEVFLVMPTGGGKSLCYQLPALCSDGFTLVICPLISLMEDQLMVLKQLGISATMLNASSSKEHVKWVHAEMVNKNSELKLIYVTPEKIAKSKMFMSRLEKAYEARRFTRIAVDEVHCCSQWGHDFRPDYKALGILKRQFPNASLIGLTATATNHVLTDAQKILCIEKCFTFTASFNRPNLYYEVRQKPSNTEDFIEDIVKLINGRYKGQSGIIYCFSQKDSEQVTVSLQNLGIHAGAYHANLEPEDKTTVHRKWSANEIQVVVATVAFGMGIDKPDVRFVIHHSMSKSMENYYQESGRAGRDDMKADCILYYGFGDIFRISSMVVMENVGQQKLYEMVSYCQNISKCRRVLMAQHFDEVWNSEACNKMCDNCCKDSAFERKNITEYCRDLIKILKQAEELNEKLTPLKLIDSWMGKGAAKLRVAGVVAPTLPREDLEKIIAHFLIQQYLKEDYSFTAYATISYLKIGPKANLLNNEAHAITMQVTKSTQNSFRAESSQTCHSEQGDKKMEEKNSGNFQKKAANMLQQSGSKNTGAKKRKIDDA
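RECQ1T1 50 nM; forked duplex (20 bp + 30-nt ss tails) 200 nM, ATP 2 mM final; pH 8.0, 2 mM MgCl2, 2.5 ug/ml poly(dI-dC); 15 min compound preincubation; discontinuous kinetic read over 2 h at RT.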
Tau FP inhib – blocks human tau fibril formation measured by polarization; K18 P301L tau heparin fibrillization, Alexa594 FP, 6 h; hit rate 0.39% among 280,000; P10636; Potency, µM (titrated, usually from 57.7 µM), without a hit: at the top dose activity, negative = inhibition, most hits filed as inhibitors; also: nearly all actives have a fitted effect of over 55% in size
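FP of Alexa 594-tau after heparin (20 uM) induction. Substrate: human K18 P301L, 15 uM unlabeled, 0.24 uM labeled. Buffer 100 mM sodium acetate pH 7. 6 hr, 37 C.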
TRb-SRC2 inh – inhibitors of human thyroid hormone receptor beta-SRC2 interaction; TRbeta-SRC2 peptide binding, fluorescence polarization; receptor liganded with 1 µM T3; Potency, µM (doses to about 106 µM), for the others: at the top dose activity change, negative = inhibition, usual class: inhibitors; hit rate 0.065% among 280,000; P10828;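 also: plate controls were bound peptide for no effect and peptide without receptor for full effect; nearly all actives have a fitted effect of over 50% in size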
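Binding of a 20-amino-acid Texas Red SRC2 peptide (20 nM) to TRb ligand-binding domain (0.6 uM) with agonist T3 at 1 uM was followed by fluorescence polarization after a 5 hr room-temperature incubation.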
Tau ThT inhib – blocks human tau fibril formation measured by thioflavin T | Potency, µM (titrated, usually from 57.4 µM), inactives show at the top dose activity, negative = inhibition, actives largely listed as inhibitors | P10636 | recombinant tau K18 P301L (four-repeat tau fragment), heparin-induced fibrillization, ThT fluorescence | hit rate 2.1% among 270,000; also: nearly all actives have a fitted effect of over 55% in size
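Recombinant human tau K18 fragment […] carrying P301L, 15 uM unlabeled plus 0.24 uM Alexa 594-labeled, was fibrillized with 20 uM heparin in 100 mM sodium acetate pH 7 for 6 hr at 37 C; 30 uM ThT fluorescence read after 1 hr.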
* = called active by the depositor; i = inactive; ? = inconclusive; . = no result given; & = joins results of further samples; [ ] = dose if it differs, or a comment. Unless noted, calls follow the shape of the dose curve; as a rule, active = well fitted curve in the direction sought with a large enough effect; inconclusive = small, poorly fitted or top-dose-only effect, or another doubt; inactive = no such curve, though single readings can be large; an effect the other way counts as inactive or inconclusive. Unless noted, % is scaled to controls: 0 for no effect and ±100 for the full control effect; potency is read from the fitted curve at half-maximal effect. Some of the compounds tested (hit frequency here may not be typical).

No.	compound	L3MBTL1 inh	TR SRC2 fluor cs	GoLoco inh red	KDM4E inh	RECQ1 helicase	Tau FP inhib	TRb-SRC2 inh	Tau ThT inhib
1	COC(=O)c1cc2oc3ccccc3c2n1CC(=O)Nc1ccc(N(C)C)cc1	.	-6%	.	.	.	11%	11%	?
2	COC(=O)C1=C(C)NC(=O)NC1c1ccc(-c2ccccc2Cl)o1 (stereo not given)	36%	0%	6%	-8%	-6%	-13%	-11%	3%
3	COc1ccc(/C=N\Nc2ccccc2[N+](=O)[O-])c(C(=O)O)c1OC	?	-3%	9%	-4%	-3%	8%	-4%	?
4	Cc1ccc(S(=O)(=O)c2nnn3c2nc(N2CCC(C)CC2)c2cc(Cl)ccc23)cc1C	.	-27%	.	.	.	-14%	4%	?
5	CCOC(=O)c1sc(=NC(=O)c2ccc(S(=O)(=O)N3CC(C)OC(C)C3)cc2)n(C)c1C (stereo not given)	-1%	4%	.	5%	-6%	6%	5%	-10%
6	CCOC(=O)N1CCN(CC(=O)Nc2ccc(F)cc2F)CC1	-18%	-1%	1%	2%	-2%	-10%	-11%	2%
7	CCN(CC)CCOC(=O)C1(c2ccc(OC)c(OC)c2)CCCC1	.	-5%	-7%	-28%	7%	11%	-1%	-4%
8	CC(=O)N1[C@@H]2CC3C4CC=C5C[C@@H](O)CC[C@]5(C)C4CC[C@]3(C)[C@@]21C(C)=O (stereo not given in full)	12%	-2%	-8%	1%	3%	7%	-4%	5%
9	Cc1ccc(C(=O)CC2(O)C(=O)N(Cc3ccccc3Cl)c3ccccc32)o1 (stereo not given)	-12%	-1%	1%	-13%	-16%	3%	-12%	-4%
10	COc1ccc(C2C(C(=O)Nc3ccccc3)=C(C)Nc3c(C(=O)Nc4ccccc4)cnn32)cc1 (stereo not given)	.	0%	.	.	.	-12%	-4%	-11%
11	CCCOc1c(Cl)cc(C(=O)N(Cc2cccc(OC)c2)C2CCS(=O)(=O)C2)cc1Cl (stereo not given)	.	5%	.	.	.	8%	-7%	?
12	COc1ccc2c(c1)O[C@H](c1ccc3c(c1)OCO3)[C@@H](OC(=O)N[C@H]1CCCc3ccccc31)C2=O	-9%	-2%&0%	-4%&3%	-2%&-17%	-13%	-4%&4%	-6%&5%	-9%&-10%
13	CC(=O)Nc1ccc(-c2nc3ccc(Cl)cc3[nH]2)cc1	.	-2%	18%	?	-14%	-9%	-1%	13%
14	Cc1ccc2cc(C#N)c(N3CCCN(C(=O)C4CCCO4)CC3)nc2c1C (stereo not given)	8%	-4%	18%	?	0%	5%	-10%	?
15	OCCNCc1cccc(OCc2ccc(Cl)cc2)c1	5%	-1%	0%	3%	i	-2%	-2%	4%
16	Brc1ccc(CN2C3=NCCCN3c3ccccc32)cc1	5%	-3%	-23%	4%	i	9%	1%	3%
17	NS(=O)(=O)c1ccc(NC(=O)COC(=O)c2ccc(Cl)nc2)cc1	-15%	0%	-5%	3%	-3%	6%	-11%	-6%
18	COC(=O)N(/C=C/c1ccc(OC)cc1)CCc1ccc(OC)c(OC)c1	.	-2%[11.2 µM]	.	.	0%[11.5 µM]	2%[11.6 µM]	5%[11.2 µM]	?
19	O=C(CSc1nc(-c2cccs2)cc(C(F)(F)F)n1)NCCCn1ccnc1	-4%	-1%	-9%	?	-16%	-9%	3%	0%
20	C=CCNC(=S)NNC(=O)c1cccc(Br)c1	-5%	-6%	-1%	-12%	0%	-1%	-2%	-14%
21	COc1ccc(C2=NN(C(=O)/C=C/c3ccccc3)C(c3ccccc3)C2)c(OC(C)=O)c1 (stereo not given)	-11%	0%	-5%	6%	2%	-1%	8%	1%
22	CCOC(=O)Cn1c(C)nc2ccccc21	0%	-5%	-3%	13%	5%	-5%	-5%	3%
23	Cc1ccc(/C=N/n2c(-c3ccco3)n[nH]c2=S)cc1	-10%	0%	0%	-5%	-2%	11%	-4%	-13%
24	Cc1c(C)n(CC(O)CN2C(=O)c3ccccc3S2(=O)=O)c2ccccc12 (stereo not given)	.	1%	-4%	-4%	-14%	?	-6%	-20%
25	S=C(Nc1ccc(Cl)cc1)NC1CCN(Cc2ccccc2)CC1	-7%	-2%	5%	11%	2%	?	-2%	19%
26	COc1cc(C(F)(F)F)c(C(=O)N(C)c2ccc(Cl)cc2)cn1	2%	-6%	3%	-5%	-5%	-9%	-2%	-13%
27	CCOc1ccccc1NC(=S)/C(=C(\[O-])c1ccc2c(c1)OCCO2)[n+]1ccc(CC)cc1	.	-6%	41%[activator]	?	6%	?	-7%	?
28	O=C(CCNS(=O)(=O)c1cccc2nonc12)Nc1ccc(F)cc1	.	-1%	.	.	.	-3%	-4%	-14%
29	Nn1c(SCc2cn3ccsc3n2)nnc1-c1ccncc1	.	1%	0%	1%	3%	-3%	-21%	-6%
30	CCCCSc1nc2c(c(C(F)(F)F)c1C#N)CCC2	.	0%	5%	-18%	-2%	?	-1%	-18%

No.	compound	L3MBTL1 inh	TR SRC2 fluor cs	GoLoco inh red	KDM4E inh	RECQ1 helicase	Tau FP inhib	TRb-SRC2 inh	Tau ThT inhib
31	COc1cccc(C(c2c(N)[nH]c(=S)[nH]c2=O)c2c(N)[nH]c(=S)[nH]c2=O)c1	.	-6%	-11%	-7%	i	-1%	-2%	.
32	COc1cc(/C=C(\C#N)c2ccccn2)ccc1OCc1ccccc1	5%	-16%	28%	-3%	0%	4%	-9%	0%
33	CCN(CC)CCNC(=O)/C(=N\O)c1ccccn1	9%	-4%	9%	-4%	-4%	2%	2%	-2%
34	C=CCN(C(=O)c1cc(C)cc(C)c1)C1(C(=O)Nc2ccccc2)CCN(C(C)C)CC1	.	-5%	-4%	-1%	i	11%	-2%	0%
35	c1coc(-c2nnc(SCc3nc4ccccc4[nH]3)o2)c1	1%	0%	5%	?	-12%	0%	2%	-17%
36	CCOC(=O)c1cc(-c2ccc(C)cc2)n(CC(=O)Nc2ccc(OC)cc2OC)c1C	.	3%	.	.	.	1%	-5%	5%
37	O=C(Cc1cccs1)Nc1nnc(SCc2ccc(Br)cc2)s1	-12%	2%	37%[activator]	-2%	-14%	-13%	-3%	-3%
38	CCc1ccccc1NC1=CC(=O)CC(C)(C)C1	.	-4%	10%	5%	2%	8%	-4%	4%
39	CC(=O)Nc1cccc(C(=O)/C=C/c2ccco2)c1	-6%	-11%	2%	?	-18%	?	10%	25µM*
40	O=C(Nc1ccccc1)c1cc([N+](=O)[O-])ccc1Cl	.	-2%	7%&2%&35%&-5%&2%	-4%&11%&5%	-7%&-2%	8%&-4%&-2%&8%&1%	2%	?
41	COc1ccc(-c2nc3ccccc3c(=O)n2-c2c(C)n(C)n(-c3ccccc3)c2=O)cc1	8%	0%	-4%	17%	-2%	2%	-3%	-3%
42	CC12CS(=O)(=O)CC1SC(=S)N2c1ccccn1 (stereo not given)	4%	0%	-1%	1%	-4%	-2%	8%	-11%
43	O=C(Cn1ncc(Cl)c(Cl)c1=O)c1ccc(Cl)cc1	5%	-3%	2%	2%	0%	-4%	-5%	?
44	C=CCC(c1ccccc1)N(C(C)=O)c1ccco1 (stereo not given)	.	0%	-3%	3%	0%	0%	-1%	-5%
45	Cc1ccccc1-n1c(SCc2c(C)noc2C)nnc1-c1ccncc1	6%[11.4 µM]	-4%	55%[activator]	-12%	5%	3%	-1%	-2%
46	Cc1ccc(NC(=O)C(Cc2ccccc2)n2cccc2)cc1 (stereo not given)	.	0%&3%	5%	-2%	-5%	-3%[0.0958 µM]	1%&-6%	-4%
47	O=C(NCc1cccnc1)C1CCN(Cc2cc3ccccc3n2Cc2cccc(Cl)c2)CC1	.	-4%	.	.	.	6%	2%	-15%
48	COc1ccc(CN2C(=O)/C(=C/c3ccncc3)SC2=S)cc1	?	0%	18%	?	1%	1%	4%	?
49	Cc1cc(/C=N/n2cnnc2)c(C)n1-c1cc(Cl)ccc1Cl	-5%	3%	19%	-20%	-7%	7%	3%	-11%
50	Cc1ccc(-n2ncc(C(=O)N3CCN(Cc4ccccc4)CC3)c2C2CCN(C(=O)OC(C)(C)C)CC2)cc1	.	-1%	.	.	.	-2%	-2%	?
51	Cc1ccccc1S(=O)(=O)Cc1ccc(C(=O)NC(C)c2ccc3c(c2)OCCO3)o1 (stereo not given)	.	-3%	-4%	-4%	7%	-2%	-9%	-5%
52	COc1ccc(N)cc1-n1cnnn1	.	-1%	-9%	4%	-6%	-6%	6%	2%
53	Cn1c(=S)[nH]c2cccnc21	.	-3%	2%	5%	i	-1%	-1%	-2%
54	O=c1[nH]c2ccc(Cl)cc2c(O)c1-c1ccccc1	6%	-1%	-1%	?	4%	-3%	-1%	-12%
55	CCCCCCNC(=O)c1c(O)c2ccccc2[nH]c1=O	11%	-1%	-2%	-2%	i	-5%	-7%	-3%
56	Cc1cc(C)n(C(=O)CN2C(=O)c3ccccc3C2=O)n1	9%	2%	7%	3%	-5%	-4%	-4%	-9%
57	CCOC(=O)c1sc(C)c(C(=O)NC2CCCCC2)c1N	1%	-4%	.	1%	-1%	-5%	1%	-20%
58	O=C(NCCn1ccc2ccccc21)C1CCCCC1	-5%	-3%	7%	1%	-5%	-9%	4%	-1%
59	CC(C)S(=O)(=O)c1csc(NC(=O)Nc2ccc(Cl)cc2)c1	-4%	-2%	-3%	1%	-16%	?	1%	-4%
60	O=c1cc(CSc2nc3cc(Cl)ccc3o2)nc2sccn12	11%	1%	31%[activator]	2%	-2%	7%	-8%	-3%
61	CC(=O)OC1CC2C(C)(C)CCC(=O)[C@@]2(C)C2CC[C@@]3(C)C(c4ccoc4)OC(=O)C4OC43[C@]12C (stereo not given in full)	.	0%	1%	3%	17%	-5%	-2%	-3%

Ordered by molecular weight (high to low): 3 of the compounds above.
No.	compound	L3MBTL1 inh	TR SRC2 fluor cs	GoLoco inh red	KDM4E inh	RECQ1 helicase	Tau FP inhib	TRb-SRC2 inh	Tau ThT inhib
50	Cc1ccc(-n2ncc(C(=O)N3CCN(Cc4ccccc4)CC3)c2C2CCN(C(=O)OC(C)(C)C)CC2)cc1	.	-1%	.	.	.	-2%	-2%	?
55	CCCCCCNC(=O)c1c(O)c2ccccc2[nH]c1=O	11%	-1%	-2%	-2%	i	-5%	-7%	-3%
39	CC(=O)Nc1cccc(C(=O)/C=C/c2ccco2)c1	-6%	-11%	2%	?	-18%	?	10%	25µM*
